Screening results from PubChem.
DT40 TDP1 no CPT – qHTS for Inhibitors of human tyrosyl-DNA phosphodiesterase 1 (TDP1): qHTS in cells in absence of CPT; 15% of 420,000 active; AID 686978, 2013; DT40 Tdp1-/- hTDP1 cells, no CPT, ATP luminescence, 48 h; Potency, µM (titrated, usually from 46.2 µM), for inactives: at the highest dose activity change, negative = growth inhibition, usual class: inhibitors; note: nearly all actives have a fitted effect of over 55% in size
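Luminescent ATP content (CellTiter-Glo) served as the growth readout. Knockout chicken DT40 cells expressing human TDP1 were exposed to compounds without camptothecin for a minimum 48 hr at 37 °C.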
KAT2A inh – inhibitors of human GCN5L2 histone acetyltransferase. GCN5L2 HAT assay, ThioGlo1 CoA-SH fluorescence. 0.21% of 390,000 active. Q92830. Potency, µM (doses to about 58.9 µM), for the others: at the highest dose activity change, negative = inhibition, most hits filed as inhibitors
Target sequence (Q92830 whole entry, looked up): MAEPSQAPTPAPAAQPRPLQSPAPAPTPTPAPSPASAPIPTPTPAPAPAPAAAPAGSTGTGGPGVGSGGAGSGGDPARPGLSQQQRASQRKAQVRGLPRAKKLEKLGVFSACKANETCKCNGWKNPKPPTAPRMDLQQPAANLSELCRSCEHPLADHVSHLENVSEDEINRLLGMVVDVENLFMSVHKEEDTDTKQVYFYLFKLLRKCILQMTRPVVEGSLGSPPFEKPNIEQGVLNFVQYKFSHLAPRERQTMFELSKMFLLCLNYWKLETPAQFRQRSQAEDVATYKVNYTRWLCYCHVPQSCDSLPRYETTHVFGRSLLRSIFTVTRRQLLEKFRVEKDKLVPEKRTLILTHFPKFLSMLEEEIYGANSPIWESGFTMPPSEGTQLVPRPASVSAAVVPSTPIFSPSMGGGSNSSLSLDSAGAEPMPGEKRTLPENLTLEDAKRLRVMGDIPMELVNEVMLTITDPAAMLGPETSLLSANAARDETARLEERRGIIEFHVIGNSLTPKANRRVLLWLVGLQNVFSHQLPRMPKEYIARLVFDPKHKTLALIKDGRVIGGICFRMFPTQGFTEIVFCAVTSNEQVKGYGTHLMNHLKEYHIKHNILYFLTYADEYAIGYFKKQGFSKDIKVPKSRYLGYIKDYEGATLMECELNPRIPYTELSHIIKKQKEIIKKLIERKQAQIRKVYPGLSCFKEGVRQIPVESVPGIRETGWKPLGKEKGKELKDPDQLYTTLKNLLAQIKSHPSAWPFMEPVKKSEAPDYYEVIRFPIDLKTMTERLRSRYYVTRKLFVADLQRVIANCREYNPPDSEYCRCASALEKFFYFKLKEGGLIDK
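Free CoA generated was detected with ThioGlo1 (50uM) fluorescence at Ex340nm/Em540nm, read immediately and after 20 min at room temperature. Enzyme, 20 nM in HEPES pH 7.5 buffer, saw compounds 15 min before adding 75uM H3(1-25) peptide and 70uM acetyl-CoA.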
DT40 TDP1 CPT – DT40-hTDP1 cell growth loss with CPT; chicken DT40 Tdp1-/-;hTDP1 cells + 20 nM CPT, ATP luminescence, 48 h; AID 686979; 12% of 420,000 active; Potency, µM (top dose mostly 46.2 µM), without a hit: at the highest dose activity change, negative = growth inhibition, usual class: inhibitors; note: nearly all actives have a fitted effect of over 55% in size
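Chicken DT40 Tdp1-/- cells complemented with human TDP1, 400 cells/well, exposed to compounds plus 20 nM camptothecin for at least 48 h at 37 C; viability read as ATP content by CellTiter-Glo luminescence.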
* marks the source's active call; other numbers are inactive results. Calls come from the whole dose curve; as a rule, active = well fitted curve in the direction sought with a large enough effect; inconclusive = small, poorly fitted or top-dose-only effect, or another doubt; inactive = no such curve, though single readings can be large; an effect the other way counts as inactive or inconclusive. % is set by controls: 0 for no effect and ±100 for the full control effect; potency is the fitted concentration of half-maximal effect. An excerpt, so the mix of outcomes need not match the whole.

What do the screens show for `Cc1ccc(NC(=O)CSCc2cc(=O)n3ccsc3n2)cc1`?
DT40 TDP1 no CPT: 23.7%; KAT2A inh: 0.0%; DT40 TDP1 CPT: 0.3%

What do the screens show for `Clc1nnc2c3ccccc3ccn12`?
DT40 TDP1 no CPT: 8.7%; DT40 TDP1 CPT: 10.4%

How did COc1cc(/C=N/Nc2ccccc2[N+](=O)[O-])ccc1OC(=O)c1ccccc1F do in these assays?
DT40 TDP1 no CPT: inconclusive; KAT2A inh: -4.0%; DT40 TDP1 CPT: inconclusive

How did CC(=O)c1cccc(-c2cnc3c(NC=O)cc(-c4ccccc4Oc4ccccc4)cn23)c1 do in these assays?
DT40 TDP1 no CPT: 14.6µM*; DT40 TDP1 CPT: 14.6µM*

How did O=C(CNCc1ccccc1Cl)Nc1cc(S(=O)(=O)N2CCOCC2)ccc1Cl do in these assays?
DT40 TDP1 no CPT: inconclusive; KAT2A inh: -4.2%; DT40 TDP1 CPT: -25.4%

What do the screens show for `COc1cc(C2NC(=O)c3c(sc4c3CCN(C)C4)N2)cc(OC)c1OC` (centres undefined)?
DT40 TDP1 no CPT: inconclusive; KAT2A inh: -1.3%; DT40 TDP1 CPT: inconclusive

What do the screens show for `CN(c1cccc(NS(=O)(=O)c2cccc([N+](=O)[O-])c2)c1)S(C)(=O)=O`?
DT40 TDP1 no CPT: 1.1%; KAT2A inh: 2.8%; DT40 TDP1 CPT: -5.0%

What do the screens show for `CC(C)c1ccc(NC(=O)C(Cc2ccccc2)NS(=O)(=O)c2ccc3c(c2)CCC(=O)N3)cc1` (centres undefined)?
DT40 TDP1 no CPT: inconclusive; KAT2A inh: -4.8%; DT40 TDP1 CPT: -26.8%

What do the screens show for `O=c1sc2ccccc2c(N2CCOCC2)c1[N+](=O)[O-]`?
DT40 TDP1 no CPT: 1.5%; KAT2A inh: -0.3%; DT40 TDP1 CPT: 4.7%

Results for CC(=O)c1cccc(S(=O)(=O)N(Cc2cc3cc4c(cc3[nH]c2=O)OCCO4)CC2CCCO2)c1 (centres undefined) ?
DT40 TDP1 no CPT: inconclusive; KAT2A inh: -5.2%; DT40 TDP1 CPT: inconclusive

Results for Cc1cc(C(O)c2ncc(-c3ccccc3Cl)[nH]2)ccc1F (centres undefined) ?
DT40 TDP1 no CPT: inconclusive; DT40 TDP1 CPT: inconclusive

How did Cc1ccc(NC(=O)Cn2c(=O)c3ccc(Cl)cc3n3nncc23)cc1 do in these assays?
DT40 TDP1 no CPT: 3.9%; KAT2A inh: -4.9%; DT40 TDP1 CPT: 2.7%

What do the screens show for `Cc1cccc(NC(=O)c2ccc(Cl)nc2)n1`?
DT40 TDP1 no CPT: 8.9%; KAT2A inh: -3.1%; DT40 TDP1 CPT: -6.5%

How did CCOC(=O)N1CC=C2C(C#N)=C(N)C(C#N)(C#N)[C@H](c3ccc(OCC)c(OCC)c3)[C@H]2C1 do in these assays?
DT40 TDP1 no CPT: -28.2%; KAT2A inh: 2.0%; DT40 TDP1 CPT: inconclusive

What do the screens show for `CC(C)(C)OC(=O)[C@H](Cc1ccccc1)NC(=O)c1nc[nH]c1C(=O)NC1CCN(C(=O)OC(C)(C)C)CC1`?
DT40 TDP1 no CPT: 16.4µM*; KAT2A inh: -17.5%; DT40 TDP1 CPT: 23.1µM*

What do the screens show for `COc1cccc(OCCNC(=O)c2cc([N+](=O)[O-])cc([N+](=O)[O-])c2)c1`?
DT40 TDP1 no CPT: -17.3%; KAT2A inh: -1.2%; DT40 TDP1 CPT: -7.1%

What do the screens show for `CCOC(=O)c1ccc(S(=O)(=O)N2CCN(c3nc(-c4ccccc4)nc4ccccc34)CC2)cc1`?
DT40 TDP1 no CPT: -5.4%; DT40 TDP1 CPT: 20.0%

How did Cc1cc(Oc2ccccc2)nc(SCC(N)=O)n1 do in these assays?
DT40 TDP1 no CPT: -12.7%; KAT2A inh: -5.8%; DT40 TDP1 CPT: -2.9%

How did Cc1cc(NC(=O)Nc2cccc([N+](=O)[O-])c2)no1 do in these assays?
DT40 TDP1 no CPT: -1.4%; KAT2A inh: -2.5%; DT40 TDP1 CPT: 6.2%

What do the screens show for `COC(=O)[C@]1(C)N[C@H](CN(C)C(C)=O)[C@@H]2C(=O)N(C)C(=O)[C@@H]21`?
DT40 TDP1 no CPT: -1.7%; KAT2A inh: 1.4%; DT40 TDP1 CPT: 13.6%

Results for CCCC(=O)N1c2ccccc2C(=C2SC(C(=O)OC)=C(C(=O)OC)S2)C(=S)C1(C)C ?
DT40 TDP1 no CPT: 25.9µM*; KAT2A inh: -0.2%; DT40 TDP1 CPT: 14.6µM*

Results for O=C(O)c1cc(-c2cccnc2)nn1-c1ccccn1 ?
DT40 TDP1 no CPT: -0.2%; KAT2A inh: -2.1%; DT40 TDP1 CPT: -13.8%

How did CC(=O)Nc1nc2cccc([N+](=O)[O-])c2s1 do in these assays?
DT40 TDP1 no CPT: 7.8%; KAT2A inh: -2.3%; DT40 TDP1 CPT: -12.4%

How did Cc1nc2cc(NC(=O)CCS(=O)(=O)c3ccccc3)ccc2s1 do in these assays?
DT40 TDP1 no CPT: 14.0%; KAT2A inh: 1.9%; DT40 TDP1 CPT: -30.0%

What do the screens show for `CCOC(=O)N1CCC2(CC1)OC(=O)C(C)=C2C(=O)NCc1ccc(C)cc1`?
DT40 TDP1 no CPT: -21.4%; KAT2A inh: -2.5%; DT40 TDP1 CPT: -28.9%

How did CCc1ccc(N2CC(C(=O)NC3=NCCS3)CC2=O)cc1 (centres undefined) do in these assays?
DT40 TDP1 no CPT: -21.1%; KAT2A inh: -9.8%; DT40 TDP1 CPT: -17.8%

How did O=C(NNc1ccc([N+](=O)[O-])cc1)C1CC1c1ccccc1 (centres undefined) do in these assays?
DT40 TDP1 no CPT: inconclusive; KAT2A inh: -1.8%; DT40 TDP1 CPT: inconclusive

What do the screens show for `COc1ccc(S(=O)(=O)Nc2cccc(S(=O)(=O)N3CCCCCC3)c2)cc1`?
DT40 TDP1 no CPT: inconclusive; KAT2A inh: -5.6%; DT40 TDP1 CPT: -5.9%

How did CCCOc1cc(C)nc(-c2ccccc2O)n1 do in these assays?
DT40 TDP1 no CPT: inconclusive; KAT2A inh: -19.1%; DT40 TDP1 CPT: -2.2%

What do the screens show for `Cc1cc(C=O)c(C)n1-c1ccc2c(c1)OCO2`?
DT40 TDP1 no CPT: inconclusive; KAT2A inh: 2.4%; DT40 TDP1 CPT: -24.0%

Results for O=C(NCc1ccccc1)c1ccc([N+](=O)[O-])cc1 ?
DT40 TDP1 no CPT: -0.7%; DT40 TDP1 CPT: -27.2%

How did Cc1cccc(OCc2nnc(SCC(=O)N(C(C)C)C(C)C)n2Cc2ccco2)c1C do in these assays?
DT40 TDP1 no CPT: inconclusive; KAT2A inh: -2.7%; DT40 TDP1 CPT: inconclusive

How did CC1(C(=O)NS(=O)(=O)c2ccc(Br)cc2)CCN1C(=O)Cc1ccsc1 (centres undefined) do in these assays?
DT40 TDP1 no CPT: -0.5%; DT40 TDP1 CPT: -9.1%

What do the screens show for `COc1ccccc1NS(=O)(=O)c1cc2c(cc1C)NC(=O)CO2`?
DT40 TDP1 no CPT: -17.6%; KAT2A inh: 3.2%; DT40 TDP1 CPT: -6.9%

How did Cc1cc(C)n(CC(=O)N2CCCC(N3CCN(c4cccc(C(F)(F)F)c4)CC3)C2)n1 (centres undefined) do in these assays?
DT40 TDP1 no CPT: inconclusive; KAT2A inh: -6.4%; DT40 TDP1 CPT: inconclusive

What do the screens show for `CCOC(=O)c1sc(NC(=O)CSc2nnnn2-c2ccc(C)c(C)c2)nc1C`?
DT40 TDP1 no CPT: inconclusive; KAT2A inh: -3.9%; DT40 TDP1 CPT: inconclusive

How did CC(CNC(=O)C1CCCN(S(=O)(=O)N2CCOCC2)C1)c1ccccc1 (centres undefined) do in these assays?
DT40 TDP1 no CPT: 11.6%; KAT2A inh: -3.2%; DT40 TDP1 CPT: 1.3%

What do the screens show for `Cn1c(SCC(=O)c2ccc(F)cc2)nnc1-c1ccccc1N`?
DT40 TDP1 no CPT: -4.2%; KAT2A inh: -1.6%; DT40 TDP1 CPT: -17.2%

Results for O=C(NC1CCCC1)c1ccc2c(c1)N(Cc1ccccc1)CCS2 ?
DT40 TDP1 no CPT: 18.4µM*; KAT2A inh: -11.7%; DT40 TDP1 CPT: inconclusive

What do the screens show for `CCOC(=O)Nc1ccc2c(CN3CCN(S(=O)(=O)c4ccccc4)CC3)cc(=O)oc2c1`?
DT40 TDP1 no CPT: inconclusive; KAT2A inh: -15.9%; DT40 TDP1 CPT: 13µM*

What do the screens show for `CCOCCCNC(=O)C1CCN(c2cc(C)nc3c(-c4ccc(OC)c(OC)c4)c(C)nn23)CC1`?
DT40 TDP1 no CPT: inconclusive; KAT2A inh: -0.7%; DT40 TDP1 CPT: -26.0%

Results for CCCNC(=O)CSc1nnc(-c2ccco2)n1C ?
DT40 TDP1 no CPT: 13µM*; KAT2A inh: -5.8%; DT40 TDP1 CPT: 23.1µM*

What do the screens show for `Cc1cc(Cl)ccc1NC(=O)CCN1C(=O)C2CCCCC2C1=O` (centres undefined)?
DT40 TDP1 no CPT: 11.5%; KAT2A inh: -3.0%; DT40 TDP1 CPT: -8.5%

Results for COCOCCn1cc(CN2CCS(=O)(=O)N(Cc3ccc(-c4ccc(Cl)c(Cl)c4)cc3)C(C)C2=O)nn1 (centres undefined) ?
DT40 TDP1 no CPT: 4.11µM*; DT40 TDP1 CPT: 4.11µM*

How did Clc1ncnc2c1oc1ccccc12 do in these assays?
DT40 TDP1 no CPT: inconclusive; KAT2A inh: -5.2%; DT40 TDP1 CPT: inconclusive

Filtered by structure, the compounds so far containing an aryl methoxy group (six)
How did COc1cc(/C=N/Nc2ccccc2[N+](=O)[O-])ccc1OC(=O)c1ccccc1F do in these assays?
DT40 TDP1 no CPT: inconclusive; KAT2A inh: -4.0%; DT40 TDP1 CPT: inconclusive

What do the screens show for `COc1cc(C2NC(=O)c3c(sc4c3CCN(C)C4)N2)cc(OC)c1OC` (centres undefined)?
DT40 TDP1 no CPT: inconclusive; KAT2A inh: -1.3%; DT40 TDP1 CPT: inconclusive

What do the screens show for `COc1cccc(OCCNC(=O)c2cc([N+](=O)[O-])cc([N+](=O)[O-])c2)c1`?
DT40 TDP1 no CPT: -17.3%; KAT2A inh: -1.2%; DT40 TDP1 CPT: -7.1%

What do the screens show for `COc1ccc(S(=O)(=O)Nc2cccc(S(=O)(=O)N3CCCCCC3)c2)cc1`?
DT40 TDP1 no CPT: inconclusive; KAT2A inh: -5.6%; DT40 TDP1 CPT: -5.9%

What do the screens show for `COc1ccccc1NS(=O)(=O)c1cc2c(cc1C)NC(=O)CO2`?
DT40 TDP1 no CPT: -17.6%; KAT2A inh: 3.2%; DT40 TDP1 CPT: -6.9%

What do the screens show for `CCOCCCNC(=O)C1CCN(c2cc(C)nc3c(-c4ccc(OC)c(OC)c4)c(C)nn23)CC1`?
DT40 TDP1 no CPT: inconclusive; KAT2A inh: -0.7%; DT40 TDP1 CPT: -26.0%

The list goes on:
What do the screens show for `COC(=O)CCC(=O)Nc1ccc(N=Nc2ccccc2)cc1`?
DT40 TDP1 no CPT: -3.1%; KAT2A inh: -22.9%; DT40 TDP1 CPT: 18.4%

How did CCCS(=O)(=O)N1CCCC(C(=O)N2CCOCC2)C1 (centres undefined) do in these assays?
DT40 TDP1 no CPT: -0.7%; KAT2A inh: 15.1%; DT40 TDP1 CPT: 1.2%

What do the screens show for `CCOc1ccc2nc(Cl)c(C3CC(c4ccc(C)cc4)=NN3C(=O)CCCC(=O)O)cc2c1` (centres undefined)?
DT40 TDP1 no CPT: -6.7%; KAT2A inh: -2.7%; DT40 TDP1 CPT: -7.9%

What do the screens show for `COc1ccc(-n2c(=O)c(-c3cccs3)nc3cnc(N4CCN(C)CC4)nc32)cc1`?
DT40 TDP1 no CPT: -18.3%; KAT2A inh: -9.2%; DT40 TDP1 CPT: -25.2%

What do the screens show for `CCOc1ccc(NC(=O)c2sc3nc4c(cc3c2N)CCCCCC4)cc1`?
DT40 TDP1 no CPT: inconclusive; KAT2A inh: -15.6%; DT40 TDP1 CPT: 8.2µM*

Results for CCOC(=O)C1(C/C(C)=N/NC(N)=O)CC(C)OC1=O (centres undefined) ?
DT40 TDP1 no CPT: 7.0%; KAT2A inh: -7.6%; DT40 TDP1 CPT: 7.8%

Results for O=C1CC(N2CCN(C3CC(=O)N(CCc4ccccc4)C3=O)CC2)C(=O)N1CCc1ccccc1 (centres undefined) ?
DT40 TDP1 no CPT: inconclusive; KAT2A inh: 0.1%; DT40 TDP1 CPT: inconclusive

Two compounds drawn at random from those above:
Results for O=C1CC(N2CCN(C3CC(=O)N(CCc4ccccc4)C3=O)CC2)C(=O)N1CCc1ccccc1 (centres undefined) ?
DT40 TDP1 no CPT: inconclusive; KAT2A inh: 0.1%; DT40 TDP1 CPT: inconclusive

What do the screens show for `COC(=O)CCC(=O)Nc1ccc(N=Nc2ccccc2)cc1`?
DT40 TDP1 no CPT: -3.1%; KAT2A inh: -22.9%; DT40 TDP1 CPT: 18.4%
